Screening results as filed in PubChem BioAssay.
Pin1 inhibitor: inhibitors of human Pin1 | Q13526 | Pin1 FP peptide displacement, HiFluor488, 10 min | Potency, µM (doses to about 115 µM), inactives show at the top dose activity, negative = inhibition, hits mostly inhibitors | 390,000 tested, 0.009% active | AID 504891; active means well fitted inhibition curve with a large enough effect in the polarisation, with a control signal flat, not every such curve was filed as active; inconclusive means small, poorly fitted or top-dose-only effect, or effect the other way, or a change in a side signal; inactive means no such curve, though single readings can be large or run the other way; the % refers to the polarisation; further: potency means the concentration at half of the fitted maximal effect; on the % scale 0 is the no-effect control and ±100 the full control effect
Target sequence (Q13526 whole entry, looked up): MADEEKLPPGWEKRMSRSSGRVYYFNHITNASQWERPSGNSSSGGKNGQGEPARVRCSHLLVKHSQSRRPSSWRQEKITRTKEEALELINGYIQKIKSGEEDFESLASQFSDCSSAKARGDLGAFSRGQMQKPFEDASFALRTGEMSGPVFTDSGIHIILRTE
BAZ2B inh: BAZ2B (human) inhibition. Q9UIF8. AlphaScreen BAZ2B-H3K14Ac peptide displacement. 360,000 tested, 4.4% active. AID 504333. Potency, µM (titrated, usually from 114 µM), without a hit: at the top dose activity change, negative = inhibition, actives largely listed as inhibitors; further: potency means the concentration at half of the fitted maximal effect; on the % scale 0 is the no-effect control and ±100 the full control effect; nearly all actives have a fitted effect of over 60% in size
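AlphaScreen displacement of biotin-H3(5-23)K14Ac peptide (50 nM final) from BAZ2B (50 nM final) in PBS pH 7.4, 0.01% Tween-20; complex preformed 30 min RT, then compounds (top 110 uM) 30 min RT, beads 20 min dark.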
Pol eta inh: blocks human DNA polymerase eta activity; Q9Y253; 390,000 tested, 1.2% active; recombinant Pol eta, fluorescent DNA replication assay; AID 588591; Potency, µM (doses to about 114 µM), inactives show at the top dose activity change, negative = inhibition, hits mostly inhibitors; further: potency means the concentration at half of the fitted maximal effect; on the % scale 0 is the no-effect control and ±100 the full control effect
Target sequence (Q9Y253 whole entry, looked up): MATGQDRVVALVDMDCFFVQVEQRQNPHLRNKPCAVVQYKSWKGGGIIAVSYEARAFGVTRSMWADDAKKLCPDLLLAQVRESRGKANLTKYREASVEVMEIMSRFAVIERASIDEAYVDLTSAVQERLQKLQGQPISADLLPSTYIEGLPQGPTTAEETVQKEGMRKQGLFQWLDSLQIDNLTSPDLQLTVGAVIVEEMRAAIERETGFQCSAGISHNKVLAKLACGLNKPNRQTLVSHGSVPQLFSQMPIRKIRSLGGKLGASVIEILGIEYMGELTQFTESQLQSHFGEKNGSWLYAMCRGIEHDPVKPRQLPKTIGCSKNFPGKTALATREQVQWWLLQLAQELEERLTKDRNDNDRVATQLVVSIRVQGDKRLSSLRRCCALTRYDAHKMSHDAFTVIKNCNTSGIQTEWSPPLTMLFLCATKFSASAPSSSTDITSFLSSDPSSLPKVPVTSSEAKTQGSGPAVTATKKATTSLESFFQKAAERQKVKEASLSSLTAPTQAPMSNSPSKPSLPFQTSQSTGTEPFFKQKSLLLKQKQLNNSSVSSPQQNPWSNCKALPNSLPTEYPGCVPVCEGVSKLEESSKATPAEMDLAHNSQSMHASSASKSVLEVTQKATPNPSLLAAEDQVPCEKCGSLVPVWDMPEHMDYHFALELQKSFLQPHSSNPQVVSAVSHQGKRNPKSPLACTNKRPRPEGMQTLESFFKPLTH
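Pol eta at 10 nM preincubated with compounds 15 min at room temperature; reaction started with fluorescent substrate (50 nM final) and read kinetically at 0 and 10 min.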
G9a block: inhibitors of human histone lysine methyltransferase G9a; Q96KQ7; G9a H3K9 monomethylation, AlphaScreen, 2 h; Potency, µM (highest dose often 102 µM), inactives show top-dose activity, negative = inhibition, hits mostly inhibitors; 350,000 tested, 8.8% active; AID 504332; further: potency means the concentration at half of the fitted maximal effect; on the % scale 0 is the no-effect control and ±100 the full control effect; nearly all actives have a fitted effect of over 75% in size
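Enzyme 20 nM + cpd, 15 min RT; add b-H3K9 pep 500 nM / SAM 20 uM; 2 h RT; anti-H3K9me1 Ab 0.5 ug/mL + SA donor / anti-rabbit acceptor beads 20 ug/mL each, 10 min; AlphaScreen read.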
GLS inh: inhibitors of human glutaminase (GLS). GLS enzymatic activity, qHTS titration. Potency, µM (highest dose often 45.5 µM), without a hit: at the top dose activity change, negative = inhibition, usual class: inhibitors. AID 624170. 410,000 tested, 0.21% active; further: potency means the concentration at half of the fitted maximal effect; on the % scale 0 is the no-effect control and ±100 the full control effect
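Human kidney-isoform GLS in 45 mM KH2PO4 pH 8.2, 0.02% Tween-20, with compound, started with 1mM L-Glutamine (added stock). Glutamate oxidase/HRP/Amplex red coupled fluorescence read at start and after 30 min at RT.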
PI4K2A inh: inhibitors of human PI4K2A | activity change, negative = inhibition, % at 76.9 µM | 420,000 tested, 0.13% active | purified PI4K2A, ADP-Glo luminescence, 1 h; hits give low values | AID 1346378; in the data active means activity change below about -50%; inconclusive means mostly about -30% to -49%;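 further: -100% = wells without enzyme as full effect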
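PI4K2A activity was measured by ADP-Glo luminescence: enzyme (4 ug/mL stock) and phosphatidylinositol (1.2 mM stock) in Tris pH 7.5/MgCl2/EGTA/Triton X-100 buffer were reacted with ATP (300 microM stock) for one hour at ambient temperature.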
HP1b binding inh: blocks HP1-beta chromodomain binding to methylated histone tails; P83916; AlphaScreen HP1-beta / biotin-H3K9me3 peptide binding; Potency, µM (titrated, usually from 114 µM), inactives show top-dose activity change, negative = inhibition, most hits filed as inhibitors; 390,000 tested, 0.56% active; further: potency means the concentration at half of the fitted maximal effect; nearly all actives have a fitted effect of over 70% in size; inactives centre near 23
Target sequence (P83916 whole entry, looked up): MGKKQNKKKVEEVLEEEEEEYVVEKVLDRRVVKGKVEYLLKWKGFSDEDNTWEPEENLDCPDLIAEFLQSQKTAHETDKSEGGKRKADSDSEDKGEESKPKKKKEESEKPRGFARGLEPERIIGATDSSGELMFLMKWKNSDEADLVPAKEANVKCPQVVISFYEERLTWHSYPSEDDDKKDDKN
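Compound inhibition of the preformed complex between 50 nM HP1-beta and 50 nM biotinylated H3K9me3 peptide was read by AlphaScreen. Buffer was PBS pH 7.4 with 0.01% Tween-20. Incubations ran 30 min at room temperature, with 10 ug/mL donor/acceptor beads.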
JMJD2A Tudor inh: inhibitors of human JMJD2A Tudor domain | AlphaScreen JMJD2A-Tudor / H3K4me3 peptide binding | 390,000 tested, 4.4% active | AID 504339 | Potency, µM (highest dose often 114 µM), inactives show at the top dose activity change, negative = inhibition, usual class: inhibitors; further: potency means the concentration at half of the fitted maximal effect; on the % scale 0 is the no-effect control and ±100 the full control effect; nearly all actives have a fitted effect of over 50% in size
PGK inhibitor: T. brucei PGK inhibition | PGK/GAPDH coupled, Kinase-Glo luminescence, 60 min | Potency, µM (top dose mostly 57.5 µM), inactives show at the top dose activity change, negative = inhibition, hits mostly inhibitors | AID 602233 | 380,000 tested, 0.043% active; further: potency means the concentration at half of the fitted maximal effect; on the % scale 0 is the no-effect control and ±100 the full control effect; nearly all actives have a fitted effect of over 60% in size
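Luminescent ATP detection (Kinase-Glo Plus) follows a 60-minute room-temperature incubation, with wells lacking PGK as controls. Buffer: 100 mM TEA (pH 7.6), 5 mM MgCl2, 0.01% Tween-20. Coupling enzyme GAPDH (100 nM final) supplies unstable 1,3-BPG in-well.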
* = called active by the depositor; i = inactive; ? = inconclusive; · = not tested or not shown; [ ] = remark or other dose. Unless noted, the call rests on the fitted dose curve; in most records, active means well fitted curve in the direction sought with a large enough effect; inconclusive means small, poorly fitted or top-dose-only effect, or another doubt; inactive means no such curve, though single readings can be large; an effect the other way counts as inactive or inconclusive. Not all compounds are listed (hit frequency here may not be typical).

SMILES | Pin1 inhibitor | BAZ2B inh | Pol eta inh | G9a block | GLS inh | PI4K2A inh | HP1b binding inh | JMJD2A Tudor inh | PGK inhibitor
Cc1c(N2C(=O)CSC23C(=O)Nc2ccccc23)c(=O)n(-c2ccccc2)n1C (stereo not given) | 6% | 0% | -5% | 0%[59 µM] | 1% | -3 | 17% | -12% | -6%
Cc1ccccc1N1CCN(C2CCCN(C(=O)c3cc(C(C)C)[nH]n3)C2)CC1 (stereo not given) | 7% | -8% | -13% | 23% | 1% | -2 | 21% | -6% | -1%
O=C(CCNS(=O)(=O)c1ccc(Br)cc1)NCc1cccs1 | -3% | 13% | -26% | 42%[activator] | -7% | 2 | 42%[activator] | 2% | -8%
c1ccc(Sc2ncnc3ccccc23)cc1 | 0% | 6% | 0% | -3%[12.7 µM] | 0% | 1 | 39%[activator] | 3% | 1%
COC(=O)C1CCCCN1C(=O)c1ccc2oc(C(C)C)nc2c1 (stereo not given) | -4% | 3% | -5% | · | 8% | 21 | 14% | -8% | -6%
Cc1c(C)c2ccc(OS(C)(=O)=O)cc2oc1=O | -3% | -9% | -6% | ? | 7% | 1 | 43%[activator] | -4% | -1%
CC1Cc2ccccc2N1C(=O)c1ccc2c(c1)OCO2 (stereo not given) | -1% | · | -21% | · | -1% | 2 | 62%[activator] | 1% | i
CC1(c2ccc(Cl)cc2Cl)NC(=O)N(CC(=O)Nc2ccc3[nH]c(=O)[nH]c3c2)C1=O (stereo not given) | ? | 1% | -9% | 9%[0.501 µM] | 5% | -6 | -2% | -23% | -8%
CN1CCN(C(=O)c2ccc(N(Cc3ccc(Cl)cc3)S(C)(=O)=O)cc2)CC1 | -4% | 7% | -6% | -4%[59 µM] | -3% | -4 | 31% | -3% | -5%
NC(=O)CSc1nnc(NC(=O)c2ccc(Br)o2)s1 | -2% | 56µM* | 20µM* | · | 0% | 0 | 64%[activator] | 18% | -16%
O=S1(=O)C=CC(Sc2nc3ccccc3[nH]2)C1 (stereo not given) | -1% | ? | -7% | ? | -2% | -13 | 29% | ? | i
O=C(Nc1ccc(F)c(F)c1)c1oc2ccccc2c1NC(=O)C1CCCO1 (stereo not given) | ? | -6% | -13% | -6% | 5% | -1 | 13% | -18% | -5%
CN(C)CCCNc1oc(-c2ccc(Cl)cc2)nc1C#N | -3% | -39% | -20% | ? | 17% | -3 | -3% | -21% | 6%
O=C(CN1C(=O)C2(SCC(=O)N2c2cccc(Cl)c2)c2ccccc21)NC1CCCCC1 (stereo not given) | -1% | 4%[57.1 µM] | -21% | 0%[59 µM] | -11% | 2 | 25% | -16% | -6%
Cc1cnn(-c2ccc3nnc(-c4ccc(Br)cc4)n3n2)c1 | 7% | 6% | ? | ? | -3% | -1 | 16% | -31% | -1%
CCn1c(/C=C/c2ccccc2F)nc2ccccc2c1=O | 3% | -29% | -2% | 44%[activator] | 4% | -2 | 40% | 23% | 2%
Cc1ccc(C(=O)Nc2ccncc2)cc1[N+](=O)[O-] | -15% | -2% | 3% | · | 1% | -5 | 47%[activator] | -16% | -9%
C[C@@H]1CN([C@H](C)CO)C(=O)CCCn2nncc2CO[C@@H]1CN(C)S(=O)(=O)c1cccc(C#N)c1 | · | · | 5% | · | 1% | 4 | · | · | 3%
CCC(=O)c1ccc(OCCn2cnc3ccccc32)cc1 | -4% | -26% | -15% | 11%[12.7 µM] | -8% | -1 | 5% | 79µM* | -1%
COc1ccc(CCNC(=O)C(=O)NCc2ccc(C)cc2)cc1OC | 3% | -4% | -11% | -5%[59 µM] | 0% | 5 | 17% | -11% | 10%
COc1ccc(CNc2nc(NCc3ccc(OC)cc3)n(C(=O)c3ccncc3)n2)cc1 | ? | ? | -8% | · | 23% | -1 | -4% | ? | 5%
NC(=O)c1nsc(C(=O)N(Cc2ccco2)C(C(=O)NCc2ccc(F)cc2)c2ccc(O)cc2)c1N (stereo not given) | -3% | -21% | -11% | 9%[59 µM] | -2% | 0 | 4% | -18% | -4%
Cc1ccc(NC(=O)[C@@H]2CCC(=O)N2C2OC(=O)c3ccccc32)cc1Cl (stereo not given in full) | -1% | -7% | -1% | 10% | 0% | -3 | 12% | -10% | 3%
CC1CCN(C2CCN(C(=O)c3ccccc3F)CC2)CC1 | 0% | ? | -13% | 28µM* | 0% | -2 | ? | 0.89µM* | -10%
CCOc1ccccc1NC(=O)CN1C(=O)COc2ccc(C)cc21 | 4% | 3% | -9% | 48% | 3% | -2 | 27% | -7% | -1%

Part of the list above in order of number of heavy atoms, highest first.
SMILES | Pin1 inhibitor | BAZ2B inh | Pol eta inh | G9a block | GLS inh | PI4K2A inh | HP1b binding inh | JMJD2A Tudor inh | PGK inhibitor
Cc1ccccc1N1CCN(C2CCCN(C(=O)c3cc(C(C)C)[nH]n3)C2)CC1 (stereo not given) | 7% | -8% | -13% | 23% | 1% | -2 | 21% | -6% | -1%
CCn1c(/C=C/c2ccccc2F)nc2ccccc2c1=O | 3% | -29% | -2% | 44%[activator] | 4% | -2 | 40% | 23% | 2%
O=S1(=O)C=CC(Sc2nc3ccccc3[nH]2)C1 (stereo not given) | -1% | ? | -7% | ? | -2% | -13 | 29% | ? | i

An excerpt of these results, as comma-separated lines.
mol,Pin1 inhibitor,BAZ2B inh,Pol eta inh,G9a block,GLS inh,PI4K2A inh,HP1b binding inh,JMJD2A Tudor inh,PGK inhibitor
NC(=O)CSc1nnc(NC(=O)c2ccc(Br)o2)s1,-2%,56µM*,20µM*,·,0%,0,64%[activator],18%,-16%
O=S1(=O)C=CC(Sc2nc3ccccc3[nH]2)C1 (stereo not given),-1%,?,-7%,?,-2%,-13,29%,?,i
O=C(Nc1ccc(F)c(F)c1)c1oc2ccccc2c1NC(=O)C1CCCO1 (stereo not given),?,-6%,-13%,-6%,5%,-1,13%,-18%,-5%
CN(C)CCCNc1oc(-c2ccc(Cl)cc2)nc1C#N,-3%,-39%,-20%,?,17%,-3,-3%,-21%,6%

Additional entries:
SMILES | Pin1 inhibitor | BAZ2B inh | Pol eta inh | G9a block | GLS inh | PI4K2A inh | HP1b binding inh | JMJD2A Tudor inh | PGK inhibitor
Cc1cc(F)c(F)c(C(=O)N2CCN(C)CC2)c1Cl | 1% | -5% | 8% | -25% | 2% | 1 | 11% | 1% | -3%
CCCCN(CC)Cc1ccc(CNC(=O)Nc2ccc(OCC)cc2)o1 | -2% | -16% | -13% | -39% | 20% | -2 | 9% | -12% | -1%
COC(=O)CCNc1n[nH]c(=O)[nH]c1=O | 3% | -11% | 5% | -48% | 10% | -3 | 21% | 6% | 0%
Cc1cc(C)nc(NC(=NCCc2c[nH]c3ccccc23)NC(=O)C(C)(C)C)n1 | 3% | -38% | -16% | 7% | -6% | -10 | -29% | ? | -6%
Cc1ccc(N2CC(C(=O)Nc3cc(C)on3)CC2=O)cc1 (stereo not given) | 1% | -10% | -1% | -3%[0.501 µM] | -3% | -2 | 41%[activator] | -15% | ·
COC(=O)C1C2CC(=O)C(C2)C1C(=O)OC (stereo not given) | -1% | · | -1% | · | -4% | 3 | 29% | -1% | 1%
COc1ccc(C2C=C(C34CC5CC(CC(C5)C3)C4)NC(=S)N2)cc1 (stereo not given) | 3% | ? | -9% | ? | -27% | -3 | -7% | ? | 1%
CC1CC(=O)Nc2ccccc2N1C(=O)CN1C(=O)C(=O)N(C)C1=O (stereo not given) | 0% | · | -8% | · | ? | -5 | 32% | -5% | -10%
O=C(O)CCC(=O)Nc1ccc(NC(=O)c2ccc(Cl)cc2Cl)c(Cl)c1 | 1% | -2% | 6% | -2% | 0% | -3 | 5% | -16%[11.4 µM] | -6%
COC(=O)c1cn(NC(=O)CCC2CCCC2)c(=O)c2ccccc12 | -6% | 4% | -12% | 3%[59 µM] | -8% | -2 | 30% | 0% | i
COc1ccc(N2CCN(C(=O)c3ccc4c(c3)N(Cc3ccc(F)cc3)C(=O)c3ccccc3S4=O)CC2)cc1 (stereo not given) | -1% | -39% | -13% | ? | 23% | -5 | 7% | ? | i
Cc1ccc2[nH]c(=O)c(CNC(C)C)cc2c1 | 2% | 18% | -2% | ? | 12% | 17 | 28% | -10% | -8%
Cc1ccc(C(=O)O/N=C(\c2ccccc2)c2cccnc2)cc1 | -1% | -5% | -14% | 23%[59 µM] | -5% | -2 | 22% | -19% | 0%
O=C(CC(=O)Nc1cccnc1)Nc1cccnc1 | -1% | -6% | 6% | -2% | -5% | 3 | 7% | -2% | -5%
CCOC(=O)c1c(C)[nH]c(C(=O)COC(=O)c2ccccn2)c1C | 17% | -38% | -17% | 5%[0.501 µM] | 5% | -1 | 23% | -15% | 2%
O=C(CSc1ccc2nc(-c3ccccc3)cn2n1)Nc1ccccc1C(F)(F)F | 0% | 11% | -13% | 0%[59 µM] | 3% | -2 | 21%[57 µM] | -8% | 8%
CCn1c(SCc2nc3sc(C(=O)O)c(C)c3c(=O)[nH]2)nc2ccccc21 | ? | 25µM* | 0.71µM* | 2.5µM* | ? | -6 | 28µM* | 40µM* | 20µM*
COC(=O)c1[nH]c2ccc(C)cc2c1NC(=O)CN1CCN(C(=O)c2ccccc2)CC1 | 0% | -1% | -1% | -30%[12.7 µM] | 14% | 8 | 21% | 0% | 4%
